Source: PubChem (several laboratories)
LYP inhibition – inhibitors of LYP phosphatase, biochemical, fluorescence intensity, uHTS (AID 1779); recombinant LYP phosphatase, fluorescence intensity; higher % means a stronger effect; 0.054% of 290,000 active; inhibition, % at 11.5 µM; hits with a dose series show IC50 in µM; in the data active = inhibition above about 50%;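 also: plate controls were vehicle with enzyme for no effect and no enzyme for full effect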
MgcRacGAP inhibition – MgcRacGAP GTPase-activating activity inhibitors, confirmation, biochemical, ADP Hunter fluorescence | MgcRacGAP-stimulated Rac1 GTP hydrolysis, ADP Hunter fluorescence; higher % means a stronger effect; GST-tagged Rac1 F28L mutant substrate | AID 624330 | inhibition, % at 30 µM, or IC50 in µM where a hit was titrated | 0.6% of 340,000 active;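 active = first-screen hits whose inhibition reached a set limit at any dose in the follow-up dose series; inconclusive = inhibition above the set first-screen limit but never retested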;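 also: fluorescence reports GDP produced by GAP-driven GTP hydrolysis; strong numbers were not always called active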
ER stress rescue – rescue of cells from ER stress-induced death, primary screen, 384-well, CSM14.1, thapsigargin, ATP luminescence (AID 1222); CSM14.1 thapsigargin-induced death rescue, ATP luminescence; higher % means a stronger effect; 190,000 tested, under 10 active; cellular ATP content (survival), % at 20 µM; hits with a dose series show EC50 in µM;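 active = EC50 below 50 µM in the dose-response confirmation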;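 also: death triggered by thapsigargin at about 15 µM added after 2 h compound pretreatment; cell ATP read after overnight thapsigargin exposure of roughly 18 to 22 hours; normalized against plate controls of thapsigargin alone and 5% DMSO vehicle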
West Nile antiviral – West Nile virus antiviral activity, cell-based, CPE readout (AID 1621) | West Nile virus-infected cells, CPE inhibition; higher % means a stronger effect | CPE inhibition, % at 10 µM, or IC50 in µM where a hit was titrated | 0.02% of 290,000 active; in the data active = a potency from the dose series; inconclusive = CPE inhibition mostly from about 3.7% at the one dose, without a potency; inactive = the rest, 99 in 100 with CPE inhibition below about 2.2%; also: strong numbers were not always called active
Large T inhibition – TAg ATPase/helicase activity blockers – biochemical (AID 1903). SV40 large T antigen ATPase/helicase inhibition assay; higher % means a stronger effect. 0.39% of 310,000 active. one-dose inhibition, % at 20 µM; IC50 in µM for titrated hits; in the data active = a potency from the dose series; inconclusive = inhibition mostly from about 32% at the one dose, without a potency; inactive = the rest, 99 in 100 with inhibition below about 32%; also: strong numbers were not always called active
Salmonella PhoP GFP – PhoP-dependent GFP reporter repression – Salmonella Typhimurium, primary screen (AID 1863). 0.16% of 300,000 active. S. Typhimurium PhoP-regulated promoter GFP reporter, 4 h; higher % means a stronger effect. one-dose inhibition, % at 50 µM; IC50 in µM for titrated hits;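 active = inhibition over 29.93%, a cutoff 3 SD above the screen mean, later confirmed by dose response; inconclusive = inhibition over 29.93% but no dose response follow-up; inactive = inhibition at most 29.93% or unconfirmed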;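 also: 0% = low Mg2+ inducing control and 100% = high Mg2+ repressing control; strong numbers were not always called active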
RSV CPE inhibition – inhibition of RSV-induced cytopathic effect – HEp-2 cells, primary 10 µM value included (AID 2391); HEp-2 cells, RSV-induced CPE inhibition; higher % means a stronger effect; CPE inhibition, % at 10 µM, or IC50 in µM where a hit was titrated; 0.13% of 310,000 active; in the data active = a potency from the dose series; inconclusive = CPE inhibition mostly from about 23% at the one dose, without a potency; inactive = the rest, 99 in 100 with CPE inhibition below about 21%; also: strong numbers were not always called active
Dengue-2 NS5 capping – flavivirus cap methylation enzyme inhibition – biochemical, confirmation dose response, primary screen (AID 588689); 0.3% of 340,000 active; inhibition, % at 25 µM, or IC50 in µM where a hit was titrated; Dengue-2 NS5 methyltransferase capping enzyme assay, biochemical; higher % means a stronger effect; in the data active = a potency from the dose series; inconclusive = inhibition above about 29% without an active follow-up result
GPR35 arrestin U2OS – GPR35 antagonists blocking zaprinast-driven arrestin recruitment, primary screen, imaging, U2OS, beta-arrestin-GFP, zaprinast agonist (AID 2058); U2OS GPR35 beta-arrestin-GFP translocation imaging, zaprinast antagonism; higher % means a stronger effect; inhibition, % at 10 µM; hits with a dose series show IC50 in µM; 0.052% of 290,000 active;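 active = inhibition of at least 50% with at least 30 cells and total cytoplasm GFP at most 10,000,000; inconclusive = under 30 cells or total GFP of 10,000,000 plus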
Dengue-2 NS5 capping pilot replicate – also measured in Dengue-2 NS5 capping; calls as there; inhibition, %; measured here: pilot screen replicate inhibition
The depositor's hits bear a star; u = inconclusive; x = no result given.

SMILES	LYP inhibition	MgcRacGAP inhibition	ER stress rescue	West Nile antiviral	Large T inhibition	Salmonella PhoP GFP	RSV CPE inhibition	Dengue-2 NS5 capping	GPR35 arrestin U2OS	others
CCCOC(=O)c1cccc(Nc2nc(-c3cccnc3)nc3ccccc23)c1	0.7%	7.6%	0.7%	0.6%	9.5%	-8.8%	22.0%	-11.0%	-21.1%
COc1ccccc1OCCn1c(C(C)O)nc2ccccc21 (centres undefined)	-7.0%	7.6%	-1.3%	-0.7%	8.2%	-9.8%	7.3%	-4.0%	4.4%
CCC1CCc2sc(C(=O)N(C)CC(=O)Nc3ccc(OC)cc3)cc2C1 (centres undefined)	x	4.7%	x	x	11.8%	-4.0%	16.4%	-1.5%	x
CCOC(=O)c1sc(NCCNc2nc(C)c(C(=O)OCC)s2)nc1C	-5.0%	x	0.4%	-0.1%	x	x	1.9%	x	-1.8%
Cc1nnsc1SCC(=O)O	-1.7%	5.0%	0.4%	-0.3%	10.0%	2.2%	0.5%	1.6%	3.6%
COc1ccc(C2NC(=O)CCC2[N+](=O)[O-])cc1OC (centres undefined)	-8.8%	-6.2%	x	-0.1%	4.8%	11.4%	1.2%	-2.6%	15.0%	Dengue-2 NS5 capping pilot replicate=-1.5
O=C(c1cnn2c(C(F)(F)F)cc(-c3ccc(Br)cc3)nc12)N1CCOCC1	-3.2%	3.0%	-0.6%	-0.3%	1.6%	-1.6%	x	-9.0%	7.9%
Cc1cc2oc3c(c(=O)c2cc1C)C(c1cccc(Br)c1)N(Cc1ccco1)C3=O (centres undefined)	-4.0%	11.8%	-0.9%	2.8%	6.2%	6.2%	5.8%	-1.4%	30.8%
O=C(/C=C/c1ccncc1)c1ccc2c(c1)OCCO2	-3.3%	3.4%	0.7%	-0.8%	37.4%	-5.7%	1.1%	-59.8%	34.5%
Cn1c(=O)[nH]c(=O)c2c1nc1n2CC(O)CN1c1ccccc1 (centres undefined)	2.3%	9.6%	x	-0.1%	0.8%	-5.1%	0.1%	-2.0%	10.8%
CCC(=O)c1ccc(OCC(=O)OCC(=O)c2cc(C)n(C3CC3)c2C)cc1	x	0.9%	x	x	5.6%	-1.6%	-0.1%	0.7%	x
COc1ccc(/C=C2\SC(=S)N(CCCC(=O)Nc3ccc(C(=O)O)cc3)C2=O)cc1OC	-1.9%	8.2%	x	0.0%	1.2%	-4.5%	0.7%	-26.1%	30.0%
Cc1cc(CNC(=O)C2CCC(=O)N(Cc3ccccc3F)C2)on1 (centres undefined)	-7.5%	9.6%	x	-0.2%	2.4%	1.4%	0.7%	-1.9%	-25.6%
O=C(CCc1ccccc1)NNC(=O)COc1ccccc1	-5.7%	11.8%	-1.0%	-0.1%	-1.5%	-1.2%	0.0%	-0.7%	3.5%
O=C(c1ccccc1)c1ccc2nc(-c3ccc(NC(=O)c4ccccc4Br)cc3)[nH]c2c1	3.6%	2.8%	0.0%	x	10.5%	22.9%	u	0.7%	-8.2%
CC(=O)NS(=O)(=O)c1ccc(NC(=O)CCc2ccccc2)cc1	-5.6%	5.3%	-1.4%	-0.6%	3.6%	-12.6%	1.1%	0.4%	-6.3%
O=C(NCCOc1ccc(Cl)cc1)C1CCCCC1	-4.8%	7.6%	-0.4%	-0.7%	9.0%	4.2%	1.6%	0.8%	-8.5%
Nc1nonc1-n1nnc(C(=O)N/N=C\c2ccncc2)c1CN1CCCCC1	-6.6%	6.0%	x	0.5%	21.5%	1.5%	0.9%	7.3%	-5.7%
Cc1c(Br)cc(C(=O)O)c(C)c1C	-1.0%	4.2%	-1.4%	0.1%	17.0%	-10.8%	2.0%	-12.0%	12.0%
CCOc1ccc(S(=O)(=O)N2CCCC(C(=O)NCc3ccccn3)C2)cc1C (centres undefined)	-7.9%	-7.8%	x	-1.6%	9.8%	-1.4%	8.7%	-8.0%	-12.6%
CS(=O)(=O)N1CCc2cc(C(=O)NC3CC3)ccc21	-10.8%	6.7%	-0.8%	0.4%	2.6%	0.8%	4.3%	-4.4%	15.7%
COc1ccc(-n2nnnc2-c2cnc3cc4c(cc3c2C)OCO4)cc1	0.5%	-2.6%	-0.7%	-0.5%	2.3%	10.3%	5.0%	-8.9%	1.9%
CC1CC(=O)N(CC(=O)Nc2cccc(Cl)c2)c2ccccc2S1(=O)=O (centres undefined)	-7.5%	-2.5%	x	-0.1%	6.7%	-4.5%	1.6%	-9.3%	-1.9%
CC(C)[C@H]1CN=C2N(C[C@H](C)NC(=O)CCC3CCCCC3)[C@H](Cc3ccc(O)cc3)CN21	-11.8%	6.1%	x	0.1%	10.6%	-2.1%	-0.4%	-5.5%	-1.0%
Cc1ccsc1/C=N/NC(=O)c1nnn(-c2nonc2N)c1CN(C)c1ccccc1	2.2%	8.4%	x	0.3%	23.1%	5.5%	u	-8.1%	2.8%

Further entries
SMILES	LYP inhibition	MgcRacGAP inhibition	ER stress rescue	West Nile antiviral	Large T inhibition	Salmonella PhoP GFP	RSV CPE inhibition	Dengue-2 NS5 capping	GPR35 arrestin U2OS	others
COc1cc(CNn2c(C)n[nH]c2=S)cc(Br)c1OCC(=O)NC(C)(C)C	-6.3%	4.5%	x	-1.0%	11.8%	-1.3%	2.5%	-22.4%	-0.5%
O=C(COc1ccccc1O)NNc1ccccc1	-0.2%	1.8%	-4.2%	-0.5%	-1.5%	4.0%	-2.3%	0.0%	-3.8%
CCCc1[nH]nc2c1C(c1cccnc1)C(C#N)=C(N)O2 (centres undefined)	7.6%	14.2%	-0.8%	0.5%	8.1%	3.7%	0.9%	0.5%	0.8%
CCc1c(C)nc(N2CCN(c3ccc(OC)cc3)CC2)[nH]c1=O	-3.7%	37.9%	x	-0.7%	22.3%	12.6%	-0.1%	4.2%	0.9%
O=c1c2ccccc2c(C=Nc2ccc(Cl)cn2)c(O)n1-c1cc(Cl)ccc1N1CCOCC1	-3.2%	12.5%	-1.5%	0.1%	6.0%	-8.6%	-0.3%	6.4%	10.5%
O=C(O)CC(NC(=O)C1CCCCC1)c1ccc(OC2CCCC2)cc1 (centres undefined)	-9.8%	3.2%	-1.6%	0.0%	8.2%	-5.0%	-0.6%	0.0%	-14.8%
COc1ccc(N(CC(=O)NCCSCc2ccco2)S(=O)(=O)c2ccc(C)cc2)cc1	1.5%	0.0%	-0.2%	-0.8%	4.2%	0.5%	-1.0%	0.7%	12.5%
COCCCNCCCCOc1ccc(Br)cc1C	-6.6%	15.3%	-1.6%	1.4%	-3.2%	-1.6%	-1.2%	-1.1%	-3.5%
CCOC(=O)c1c(C2COc3ccccc3O2)csc1N (centres undefined)	-4.1%	6.4%	-1.1%	1.5%	9.6%	5.9%	1.5%	-0.8%	5.4%
CCOC(=O)CSc1nnc(CNC(=O)c2cc(OC)c(OC)c(OC)c2)n1C	-1.4%	15.0%	-1.1%	0.5%	9.0%	0.4%	0.5%	4.0%	7.6%
N#Cc1ccc(CSc2nnc(-c3cccc(S(=O)(=O)N4CCCCC4)c3)o2)cc1	12.0%	6.3%	-1.4%	-0.2%	17.9%	-8.2%	13.8%	-4.1%	-13.1%
Cc1cc(=O)n2nc(N3CCC(C(=O)NCc4ccccc4)CC3)sc2n1	-7.2%	8.5%	x	0.4%	8.7%	6.6%	-0.2%	-9.1%	17.3%
CCOC(=O)[C@H]1[C@H]2COc3ccccc3[C@@H]2N2C(=O)c3c(C)cc(C)cc3NC(=O)[C@@]12C	x	1.7%	x	x	-4.4%	x	0.4%	3.2%	x
CCOC(=O)N1CCN(S(=O)(=O)c2ccc(C(=O)Nc3nnc(CC)o3)cc2)CC1	-9.4%	1.5%	-2.3%	0.4%	4.0%	-3.0%	0.2%	-1.3%	-7.1%
O=C(Nc1cccc(Cl)c1)Nc1sccc1-c1nc2ccccc2s1	0.9%	x	x	-0.5%	6.5%	-3.3%	3.5%	x	-21.2%
CCCCN(CCCC)CCn1cnc2c([nH]c3ccc(OC)cc32)c1=O	-4.8%	6.6%	x	-0.2%	11.5%	-2.5%	-1.3%	-0.7%	3.4%
O=C(Nc1nccs1)c1ccc(COc2ccccc2Br)o1	5.7%	12.0%	-3.0%	-1.1%	-3.6%	-9.4%	-0.9%	-7.0%	-21.7%
CCN(CC)C(c1ccc(F)cc1)c1nnnn1CC1CCCO1 (centres undefined)	-0.3%	10.0%	0.7%	0.1%	-2.4%	7.9%	1.4%	4.9%	-12.9%
COc1ccc(NC(=O)C2C3C=CC(C3)C2C(=O)NCc2ccco2)c(OC)c1 (centres undefined)	-5.9%	12.2%	-3.5%	0.1%	10.7%	3.2%	2.5%	-6.2%	10.8%
Cc1cc(-c2nc3cccnc3s2)ccc1NS(=O)(=O)c1cccs1	-16.7%	1.3%	-2.1%	1.8%	3.1%	-3.4%	3.8%	-2.1%	22.4%
O=C(O)c1cccc(NC(=S)NC(=O)C(c2ccccc2)c2ccccc2)c1	0.0%	-1.7%	-0.7%	-0.1%	4.9%	-2.6%	2.6%	3.2%	5.0%
CCOc1ccc(/C=C(\C#N)C(=O)NCC2CCCO2)cc1OCC (centres undefined)	-7.8%	-2.8%	-0.8%	0.0%	35.6%	-5.2%	1.6%	0.6%	-10.8%
O=C(NCNC(=O)c1ccccc1)c1ccccc1	-4.4%	8.4%	4.2%	0.4%	13.3%	9.6%	8.7%	-11.3%	0.1%
C/C(=N/NC(=O)c1cc2ccccc2cc1O)C1C(=O)c2ccccc2C1=O	-0.4%	4.1%	-0.1%	2.7%	20.2%	-9.1%	40.7%	-2.3%	10.0%
CN=c1scc(-c2ccccc2Br)n1/N=C/c1ccc[nH]1	2.5%	x	-3.4%	-0.1%	6.2%	-3.5%	-1.0%	x	7.0%
O=C(Cn1cnnn1)Nc1cccc([N+](=O)[O-])c1	-7.1%	0.5%	-0.7%	-0.4%	5.3%	-1.9%	5.9%	-3.0%	-10.7%
COc1ccc(C2/C(=C(/O)c3ccc(F)cc3)C(=O)C(=O)N2CCCN2CCOCC2)cc1OC (centres undefined)	-0.9%	12.2%	x	1.5%	8.7%	-4.7%	1.6%	1.3%	-7.6%	Dengue-2 NS5 capping pilot replicate=-8.2
CC1(C)CC(=O)C/C(=N\NC(=S)NCc2ccccc2)C1	-3.2%	5.2%	-2.1%	0.0%	8.9%	3.9%	-0.4%	0.8%	-6.4%
COc1ccccc1/C=C/C=N/n1c(C2CCCCC2)n[nH]c1=S	6.0%	11.1%	0.8%	-1.1%	14.1%	21.7%	3.2%	-7.4%	-7.8%
c1ccc2c(C3=NNC(=NC4CCCCC4)SC3)c[nH]c2c1	-1.3%	11.3%	-2.8%	0.1%	19.8%	35.3%	2.0%	-15.1%	-1.0%

Not a hit list. Share with any hit: about 1.5%.
